Compound activity (PubChem BioAssay)
SENP8 block-1: SENP8 (human) protease inhibition | Q96LD8 | recombinant SENP8, Nedd8 substrate fluorescence | inhibition, % at 20 µM | 0.64% of 360,000 active | AID 602440; in the data active means inhibition mostly above about 40%, no sharp cut-off; inactive means mostly below about 27%
Target sequence (Q96LD8 whole entry, looked up): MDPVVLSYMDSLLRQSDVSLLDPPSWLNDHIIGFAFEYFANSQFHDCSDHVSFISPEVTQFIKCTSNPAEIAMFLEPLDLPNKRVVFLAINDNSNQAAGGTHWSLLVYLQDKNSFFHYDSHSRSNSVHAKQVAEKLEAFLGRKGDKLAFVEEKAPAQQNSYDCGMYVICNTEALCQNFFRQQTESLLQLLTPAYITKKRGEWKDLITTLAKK
PfG6PD inh: PfG6PD (Plasmodium falciparum) enzyme inhibition. PfGluPho enzyme, NADPH resazurin-diaphorase fluorescence. inhibition, % at 20 µM. 0.78% of 350,000 active;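 active means inhibition reaching at least a set limit at 20 µM in the primary screen, cut at about 59% in these data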;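 further: 0% = DMSO wells with substrate and 100% = DMSO wells lacking glucose-6-phosphate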
SENP7 block: blocks the human protease SENP7 | 1.5% of 330,000 active | inhibition, % at 5 µM | recombinant SENP7, Z-RLRGG-aminoluciferin luminescence, 40 min | AID 434973 | Q9BQF6;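 active means inhibition above about 50% at the single test dose, limit read from the data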;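 further: plate controls were DMSO with enzyme for no effect and no enzyme buffer wells for full effect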
Target sequence (Q9BQF6 706-1050 limits assumed): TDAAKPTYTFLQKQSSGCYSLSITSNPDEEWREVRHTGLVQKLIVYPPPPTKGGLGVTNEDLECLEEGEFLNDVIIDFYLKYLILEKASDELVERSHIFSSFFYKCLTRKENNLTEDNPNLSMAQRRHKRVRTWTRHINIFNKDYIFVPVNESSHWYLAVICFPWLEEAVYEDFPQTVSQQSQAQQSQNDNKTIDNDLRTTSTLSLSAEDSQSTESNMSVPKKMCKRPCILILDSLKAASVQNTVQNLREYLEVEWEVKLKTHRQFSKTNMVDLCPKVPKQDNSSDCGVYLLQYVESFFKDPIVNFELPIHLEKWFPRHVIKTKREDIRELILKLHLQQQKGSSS
SENP6 inh: SENP6 protease inhibition; inhibition, % at 10 µM; 1.8% of 330,000 active; Recombinant SENP6 catalytic domain, aminoluciferin luminescence;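 active means inhibition above about 50% at the single tested dose, limit read from the data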;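 further: plate controls were DMSO wells with enzyme for no effect and DMSO wells lacking enzyme for full effect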
Target sequence (Q9GZR1 628-1112 limits assumed): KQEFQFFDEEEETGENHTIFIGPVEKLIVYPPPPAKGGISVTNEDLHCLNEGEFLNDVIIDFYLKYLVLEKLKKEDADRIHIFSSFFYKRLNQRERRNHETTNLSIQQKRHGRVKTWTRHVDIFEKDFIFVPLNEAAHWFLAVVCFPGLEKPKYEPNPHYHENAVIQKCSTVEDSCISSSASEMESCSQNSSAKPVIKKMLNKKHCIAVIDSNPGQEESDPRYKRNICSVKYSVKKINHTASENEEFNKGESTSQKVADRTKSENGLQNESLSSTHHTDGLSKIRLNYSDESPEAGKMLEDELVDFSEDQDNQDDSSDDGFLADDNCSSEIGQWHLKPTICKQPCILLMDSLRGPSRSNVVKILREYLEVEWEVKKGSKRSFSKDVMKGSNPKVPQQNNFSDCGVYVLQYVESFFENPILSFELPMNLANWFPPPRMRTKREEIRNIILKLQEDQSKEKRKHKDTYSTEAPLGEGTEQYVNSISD
Apaf1 inhib: human Apaf-1 inhibition; O14727; reconstituted apoptosome caspase-3 activity, DEVD-Rh110 fluorescence; inhibition, % at 20 µM; 0.71% of 330,000 active; AID 489030; active means inhibition of at least 40% at 20 µM;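 further: plate controls were DMSO wells for no effect and DEVD-CHO caspase inhibitor wells for full effect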
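Assay system – apoptosome proteins · Medium – Hepes buffer, pH 7.5 · Also added – cytochrome c with DEVD-Rh110 · Timing – 30 min compound preincubation, 50 min activation, room temperature · Detection – Rh110 fluorescence, excitation 480 nm, emission 540 nm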
SENP1 FRET inh: blocks the human SENP1 SUMO protease catalytic domain; Q9P0U3; recombinant SENP1 catalytic domain, CyPet-SUMO1-YPet FRET cleavage; inhibition, % at 10 µM; 0.21% of 360,000 active; AID 624204;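 active means inhibition at least 30% at 10 µM, raw YFP signal under a set limit, fluorescence ratio 0.5 to 1.5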;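 further: 0% = enzyme with DMSO and 100% = no enzyme wells; some results filed as inactive read as strong as hits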
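Test system: human SENP1 catalytic domain; medium: Tris pH 8 buffer plus EDTA, NaCl, BME, BSA, NP40, catalase; incubation: 50 min reaction at room temperature; technique: FRET, CFP and YFP emission; controls: no-enzyme low control and enzyme-plus-DMSO high control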
NALP3 yeast inh: blocks the NALP3 inflammasome reconstituted in yeast; Yeast reconstituted NLRP3/ASC/caspase-1, beta-gal luminescence, 24 h; inhibition, % at 10 µM; 0.39% of 330,000 active; AID 2825;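 active means inhibition of 50% or more; inactive means inhibition below 50%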;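 further: plate controls were induced DMSO wells for no effect and uninduced yeast grown without galactose for full effect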
HKDC1 inh: blocks human hexokinase HKDC1 activity. recombinant HKDC1, G6PDH/diaphorase resazurin coupled fluorescence. 0.16% of 340,000 active. inhibition, % at 20 µM. Q2TB90;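 active means inhibition above about 35% when tested at 20 µM, limit read from the data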;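 further: plate controls were DMSO wells with enzyme for no effect and DMSO wells lacking enzyme for full effect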
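Test system: recombinant HKDC1 (HK5) hexokinase enzyme, produced in-house / Doses: 20 µM test compound, 1% DMSO / Timing: 90 min, room temperature / Detection: G6PDH/diaphorase-coupled fluorescence, 1 mM NADP, 100 µM resazurin, 525/613 nm / Control set: DMSO wells with and without enzyme mix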
SENP8 block-2: inhibitors of human SENP8 protease; purified SENP8, Z-RLRGG-aminoluciferin cleavage, luminescence; inhibition, % at 10 µM; 1.2% of 330,000 active; AID 2540; in the data active means inhibition above about 50%
Active calls of the source: *; . = no result given.

| compound | HKDC1 inh | NALP3 yeast inh | SENP7 block | PfG6PD inh | SENP8 block-2 | SENP6 inh | Apaf1 inhib | SENP1 FRET inh | SENP8 block-1 |
| --- | --- | --- | --- | --- | --- | --- | --- | --- | --- |
| Cc1cccc(-c2ccc3c(c2)C2CC3CCN2Cc2ccc3c(c2)OCO3)c1 (stereo not given) | 3 | . | . | 11 | . | . | . | -2 | -3 |
| CCCCCn1cnnc1SCC(=O)c1c(N)n(C2CC2)c(=O)[nH]c1=O | 1 | 17 | 18 | -13 | -8 | 0 | -1 | 1 | 9 |
| COc1ccc(NC(=O)CN(C)S(=O)(=O)c2ccc(C)cc2)c([N+](=O)[O-])c1 | -12 | 6 | 4 | -7 | -2 | 5 | -3 | -31 | 13 |
| OC1(c2ccc(Br)cc2)CCNCC1 | -20 | 1 | 3 | 10 | 5 | -3 | -2 | 1 | 21 |
| CC(CCc1ccccc1)NC(=O)Cc1cccs1 (stereo not given) | -8 | 28 | -15 | 2 | -7 | -6 | 15 | -5 | -2 |
| O=C1CCC(/C=C/c2ccccc2)=NN1Cc1ccccc1 | -5 | -9 | -6 | -2 | -3 | -10 | 3 | 2 | -20 |
| CCc1ccccc1NC(=O)NC1CC2CCC(C1)N2Cc1ccco1 (stereo not given) | -9 | 7 | -4 | -5 | -3 | -26 | -7 | 0 | 11 |
| C=CCn1c(SCC(=O)N2CCCC2)nc2cc(C(=O)NCC3CCCO3)ccc2c1=O (stereo not given) | -11 | -3 | 2 | -15 | -2 | -6 | -9 | 1 | -25 |
| CC(=O)c1cn(CC(=O)Nc2ccccc2Cl)c2ccccc12 | -3 | 27 | 3 | 7 | -10 | 11 | 10 | 1 | 9 |
| Cc1nc2ccc(NC(=O)Cc3ccccc3F)cc2s1 | -6 | 22 | 22 | -13 | 15 | -18 | -6 | 1 | 8 |
| CC(C)NC(=O)COc1ncnc2sccc12 | -8 | 2 | 9 | 7 | -3 | 8 | -14 | -9 | 0 |
| CCCCC[C@H](O)/C=C/[C@@H]1[C@@H](C/C=C\CCCC(=O)O)[C@@H](O)C[C@H]1O | -7 | 5 | 2 | -1 | 8 | 3 | -5 | -2 | 3 |
| CCCNc1cc(C)oc(=O)c1C(=O)CC | -9 | 0 | 6 | -17 | 3 | 8 | -4 | 1 | 6 |
| CS(=O)(=O)Nc1ccc(C(=O)N2CCc3ccccc3C2)cc1 | -10 | 7 | 3 | -16 | -2 | -3 | 2 | 0 | 6 |
| CSc1cccc(CNC(=O)CC2C(=O)NCCN2CC(C)(C)C)c1 (stereo not given) | -7 | 13 | 4 | -17 | 1 | 4 | 19 | -3 | -76 |
| Cc1cc(=O)oc2cc(OC(C)C(=O)Nc3nccs3)ccc12 (stereo not given) | -10 | 0 | -1 | -7 | -4 | 7 | 2 | -2 | -66 |

Retrieved by structure from the entries so far (4):
| compound | HKDC1 inh | NALP3 yeast inh | SENP7 block | PfG6PD inh | SENP8 block-2 | SENP6 inh | Apaf1 inhib | SENP1 FRET inh | SENP8 block-1 |
| --- | --- | --- | --- | --- | --- | --- | --- | --- | --- |
| CCCCC[C@H](O)/C=C/[C@@H]1[C@@H](C/C=C\CCCC(=O)O)[C@@H](O)C[C@H]1O | -7 | 5 | 2 | -1 | 8 | 3 | -5 | -2 | 3 |
| CS(=O)(=O)Nc1ccc(C(=O)N2CCc3ccccc3C2)cc1 | -10 | 7 | 3 | -16 | -2 | -3 | 2 | 0 | 6 |
| CSc1cccc(CNC(=O)CC2C(=O)NCCN2CC(C)(C)C)c1 (stereo not given) | -7 | 13 | 4 | -17 | 1 | 4 | 19 | -3 | -76 |
| CC(=O)c1cn(CC(=O)Nc2ccccc2Cl)c2ccccc12 | -3 | 27 | 3 | 7 | -10 | 11 | 10 | 1 | 9 |

(continued)
| compound | HKDC1 inh | NALP3 yeast inh | SENP7 block | PfG6PD inh | SENP8 block-2 | SENP6 inh | Apaf1 inhib | SENP1 FRET inh | SENP8 block-1 |
| --- | --- | --- | --- | --- | --- | --- | --- | --- | --- |
| COc1ccccc1NC(=S)NNC(=O)c1ccccc1Br | -11 | 45 | 71* | -5 | 46 | 75* | 4 | 0 | -13 |
| O=C(Oc1ccccc1Cl)c1ccccc1P(=O)(O)O | -6 | 6 | 8 | -4 | -2 | 3 | -2 | 2 | 19 |
| CC1(C)CC(NC(=O)c2ccccc2C(=O)NC2CC(C)(C)NC(C)(C)C2)CC(C)(C)N1 | -12 | 9 | -3 | -6 | -2 | -16 | -8 | 0 | 18 |
| COc1ccccc1NC(=S)NC(=O)/C=C/c1cccs1 | -4 | 33 | -2 | 30 | -8 | 1 | 3 | -2 | 27 |
| O=C(Nc1ccccc1C(=O)Nc1ccc(Cl)cc1)c1cccnc1 | 1 | 8 | 6 | 13 | 11 | -9 | 8 | 0 | 19 |
| CN(C)CCNC(=O)Cn1nc(C(F)F)cc1C1CC1 | -7 | -8 | -7 | -9 | -12 | -1 | 2 | 0 | 5 |
| Cc1cc(C)c2nc(SC(C)C#N)cc(C)c2c1 (stereo not given) | -3 | 17 | 3 | -5 | -6 | 2 | 11 | 1 | 30 |
| O=C(CN1C(=O)c2ccccc2S1(=O)=O)NCCSCc1c(F)cccc1Cl | -3 | 16 | 0 | 5 | 4 | 3 | 11 | -1 | 5 |
| C/C(Cc1ccccc1)=N\NC(=O)CNC(=O)c1ccc(Cl)cc1 | -2 | -3 | 10 | -11 | -4 | -8 | -12 | 2 | 9 |
| COc1ccc(C2Nc3ccccc3C(=O)N2c2ccc(Cl)cc2)cc1Cn1cc([N+](=O)[O-])cn1 (stereo not given) | -6 | 1 | 7 | -7 | -4 | 4 | -9 | -1 | -386 |
| O=C(OC(C(=O)NCc1cccs1)c1ccccc1Cl)c1ccco1 (stereo not given) | -6 | 5 | -6 | 12 | 1 | -36 | -5 | 1 | -1 |
| Cc1cc(NC(=O)COc2ccc([N+](=O)[O-])cc2)no1 | -4 | 14 | 0 | -5 | -8 | -3 | 2 | 4 | 1 |
| CCS(=O)(=O)c1ccc2oc(Nc3cc(Cl)ccc3OC)nc2c1 | -4 | 6 | 26 | 8 | -24 | -10 | 7 | 0 | 5 |
| CC1(C(=O)N/N=C/c2cc3c(cc2Br)OCO3)CC1(Br)Br (stereo not given) | -1 | 3 | -1 | 1 | 3 | -10 | 8 | 0 | 4 |
| O=C(O)c1cc(-c2ccccc2)nn1CC1CC(c2cccc([N+](=O)[O-])c2)=NO1 (stereo not given) | 0 | 19 | 22 | -14 | -3 | 1 | 15 | . | . |
| O=C(NCCc1ccccn1)C1CC(=O)N(Cc2ccccc2Cl)C1 (stereo not given) | -13 | -6 | 9 | 4 | 8 | 4 | 7 | -1 | 17 |
| COc1ccc(C2Nc3ccccc3C(=O)N2Cc2ccccc2)cc1CN1CCOCC1 (stereo not given) | -4 | 9 | 2 | 2 | 3 | -20 | -4 | -2 | -457 |
| CCCCOC(=O)Nc1ccc(S(=O)(=O)Nn2cnnc2)cc1 | -8 | -9 | -4 | -3 | -10 | -9 | 0 | 1 | 3 |
| CC(=O)Nc1cccc(NC(=O)CCNC(=O)c2ccc(Cl)cc2)c1 | -7 | 8 | -3 | 13 | 2 | -16 | 1 | 0 | 9 |
| Cc1ccc2cc(C#N)c(NCCCNC(=O)C3CCCO3)nc2c1 (stereo not given) | -3 | 10 | 2 | 3 | -12 | -8 | -4 | -114 | -258 |
| CCC(=O)Nc1nc(C)c(-c2csc(Nc3cccc(O)c3)n2)s1 | -8 | -5 | 1 | 41 | -5 | 9 | 10 | -16 | -144 |
| CCOc1ccc(C(=O)NCCCn2ccnc2)cc1 | -1 | 9 | 3 | -7 | 1 | -4 | 6 | -1 | 18 |
| CC(C)C(NC(=O)c1ccccc1F)C(=O)Nc1ccc2c(c1)OCO2 (stereo not given) | -3 | 35 | -2 | -7 | -1 | -8 | 1 | -3 | -5 |
| COCCC(=O)N1CCC(Oc2ccc(C(=O)NCc3cc(C)n(C)n3)cc2)CC1 | -9 | 0 | -3 | 4 | 8 | -4 | -13 | 1 | 15 |
| CCNC(=O)Cc1ccc(NS(=O)(=O)c2ccc(F)cc2)cc1 | -6 | -16 | -1 | -5 | 0 | 7 | -4 | -1 | 1 |
| COc1cccc(C(=O)OCC(=O)Nc2sc3c(c2C(N)=O)CCC3)c1O | 0 | 1 | 3 | 9 | 3 | -3 | -5 | -8 | -84 |
| Brc1cccc(OCCCCn2cncn2)c1 | -5 | 9 | -6 | 2 | 12 | 11 | -8 | 1 | 8 |
| Cc1ccc(-n2ncc3c(NCc4ccco4)ncnc32)cc1C | -9 | 10 | -9 | 6 | -23 | 2 | 9 | 0 | 6 |
| COc1ccc(CCC(=O)Nc2ccc(N3CCOCC3)cc2)cc1 | 2 | 10 | -1 | -3 | -13 | -22 | -1 | 1 | 11 |
| N#CCNc1ccc([N+](=O)[O-])cc1C#N | 6 | -7 | -9 | 20 | -4 | -11 | 10 | 3 | 8 |
| Cc1ccc(NC(=S)N2CCC(NC(=O)C3CCCCC3)CC2)cc1C | 1 | 21 | 9 | -5 | -3 | 29 | 15 | 1 | 8 |
| O=C(O)C1C2CCC(C2)C1C(=O)N1CCCC1 (stereo not given) | 2 | 24 | -13 | -19 | -7 | -11 | -6 | -1 | 0 |
| COc1ccccc1NC(=O)c1cccc(S(=O)(=O)N2CCN(c3ccccc3)CC2)c1 | -4 | 22 | 1 | 16 | 7 | -12 | -1 | 1 | 10 |
| S=c1[nH]nc(-c2ccc(Br)cc2)n1Cc1ccccc1 | 0 | 8 | 6 | 22 | 12 | 5 | -6 | 0 | -20 |
| CN(CCO)S(=O)(=O)c1ccc2c(c1)C(=NO)c1cc(S(=O)(=O)N(C)CCO)ccc1-2 | 0 | 18 | -6 | -14 | -3 | -8 | -5 | 0 | -376 |
| CC(OC(=O)C1CCN(S(=O)(=O)c2ccc(C(C)(C)C)cc2)CC1)C(=O)N1CCOCC1 (stereo not given) | 9 | 17 | 0 | -5 | 2 | 7 | -6 | 1 | 12 |
| O=C(CC1Nc2ccccc2NC1=O)Nc1ccccc1 (stereo not given) | 0 | 16 | 3 | -1 | 5 | 4 | 7 | -28 | -192 |
| CCOC(=O)c1c(C)[nH]c(C)c1C(=O)COC(=O)c1cccnc1OCC | 9 | 3 | 6 | -6 | -5 | 5 | -8 | 0 | 21 |
| Cc1ccc(C(=O)Nc2ccc(Cl)cc2C(F)(F)F)c(Cl)c1 | 13 | 33 | 6 | -8 | 7 | 15 | 8 | 1 | 0 |
| C=CCNC(=O)N1CCC(n2nccc2NC(=O)CCc2ccccc2)CC1 | -5 | 15 | 14 | -11 | -5 | -8 | -6 | 1 | -3 |
| Cc1cnc(C(=O)OCC(=O)NC23CC4CC(CC(C4)C2)C3)cn1 | -5 | -5 | 2 | -5 | 2 | -9 | -1 | -3 | 2 |
| CSc1ncccc1C(=O)NCCc1ccccc1 | -6 | 9 | 9 | -10 | 2 | 5 | -22 | 2 | 6 |
| C/C(=N\NC(=O)c1ccc(-n2cnnn2)cc1)c1ccc(C)cc1 | -9 | 10 | 4 | 0 | -1 | -3 | -12 | 5 | -17 |
| O=C1NC(O)(c2ccccc2)Oc2ccccc21 (stereo not given) | -4 | -16 | 22 | -9 | 0 | 13 | -6 | 0 | 13 |
| COc1ccc(-c2csc(/C=C/c3ccc4c(c3)OCO4)n2)cc1OC | -4 | 12 | -4 | -11 | -20 | -20 | 13 | -13 | -411 |
